Screening results: PubChem, several laboratories
PMI act hi M6P – human PMI activators, high substrate, primary screen, biochemical, fluorescence intensity, near-saturating mannose 6-phosphate; activation factor at 20 µM; Mannose-6-phosphate isomerase (Homo sapiens), P34949; coupled PMI enzyme assay, resazurin fluorescence, 20 min; stronger effect = higher value; 1 = untreated enzyme, 0 = substrate-free blank; actives 0.34% (n = 190,000);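 active means activation factor of 2 or more at 20 µM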
Target sequence (P34949 whole entry, looked up): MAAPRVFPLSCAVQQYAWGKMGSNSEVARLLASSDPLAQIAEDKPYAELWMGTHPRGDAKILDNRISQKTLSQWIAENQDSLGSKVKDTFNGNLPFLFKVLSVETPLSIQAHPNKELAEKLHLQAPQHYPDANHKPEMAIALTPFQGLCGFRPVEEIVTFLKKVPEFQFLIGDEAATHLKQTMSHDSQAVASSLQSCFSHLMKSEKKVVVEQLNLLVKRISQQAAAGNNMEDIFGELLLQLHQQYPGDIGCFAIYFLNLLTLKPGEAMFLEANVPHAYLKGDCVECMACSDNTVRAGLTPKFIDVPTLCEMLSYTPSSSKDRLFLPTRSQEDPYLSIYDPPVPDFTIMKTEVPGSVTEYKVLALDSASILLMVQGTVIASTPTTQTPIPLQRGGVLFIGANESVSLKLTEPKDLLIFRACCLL
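Technique: Diaphorase-driven resazurin-to-resorufin fluorescence, excitation 544, emission 590 nm | Assay system: Human PMI in coupled enzyme assay | Times: Enzyme reaction with compound 20 min at room temperature | Medium: HEPES-buffered pH 7.4 with magnesium and detergent | Reagent: Mannose-6-phosphate 1.0 mM (near-saturating) plus 0.22 mM NADP+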
PPARg SRC-3 ag – PPARgamma agonists recruiting SRC-3 coactivator, primary screen, biochemical; biochemical PPARgamma/SRC-3 coactivator recruitment assay; activation, % at 8 µM; actives 0.26% (n = 200,000); AID 731, 2007; in the data active means activation above about 23%;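 further: 0% = DMSO and 100% = reference agonist; some compounds past the cut are filed as inactive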
PPARg SRC-1 ag – PPARgamma agonists recruiting SRC-1 coactivator, primary screen, biochemical; Peroxisome proliferator-activated receptor gamma (Homo sapiens), P37231; PPARgamma-SRC-1 coactivator recruitment biochemical assay; activation, % at 8 µM; actives 0.41% (n = 200,000); AID 631, 2007; in the data active means activation above about 19%;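 further: 0% = DMSO and 100% = reference agonist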
TR-FRET SRC-2 ct – TR-FRET signal artefacts, primary screen, artefact control for PPARgamma SRC-2 agonist project, biochemical; TR-FRET artefact counter-screen; stronger effect = higher value; TR-FRET ratio at 8 µM; actives 0.4% (n = 200,000); AID 1049, 2008; in the data active means TR-FRET ratio above about 2000; further: inactives centre near 1500
PMI act – activators of human PMI, primary screen, biochemical, fluorescence intensity, near-Km mannose 6-phosphate; purified human PMI, coupled resazurin fluorescence, 20 min; stronger effect = higher value; 1 = vehicle control, 0 substrate-free wells; activation factor at 20 µM; actives 0.005% (n = 190,000); AID 1214, 2008;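 active means activation factor of 2 or more at 20 µM, relative to plate controls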
Diaphorase act – compounds boosting diaphorase resazurin reduction – biochemical, uHTS, resorufin fluorescence, counter-screen for diaphorase-coupled primary assays, primary screen; actives 0.005% (n = 190,000); activation factor at 20 µM; Diaphorase/resazurin coupled assay, 16 min; stronger effect = higher value; 1 = vehicle wells, 0 = NADH-free wells;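 active means diaphorase activity raised at least twofold by the compound at 20 µM; inactive means activation factor below 2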
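Material: purified diaphorase enzyme from Clostridium kluyveri; Also added: 0.114 mM NADH and 0.1 mM resazurin, final amounts; Doses: single compound dose of 20 µM, 1% DMSO final; Times: 16 min enzyme reaction, ambient temperature; Detection: resorufin fluorescence, excitation 544 nm, emission 590 nm; Measure: increased resorufin signal from activators or reducing compounds.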
PPARg SRC2 recr – agonists of PPARg-SRC-2 recruitment, primary screen, biochemical, HTS; PPARgamma LBD-SRC-2 recruitment; activation, % at 8 µM; Peroxisome proliferator-activated receptor gamma (Homo sapiens), P37231; AID 1032, 2008; actives 0.34% (n = 200,000); in the data active means activation above about 22%;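 further: 0% = vehicle and 100% = reference agonist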
S1P3 antagonist – S1P3 receptor antagonists, primary screen, cell-based. inhibition, % at 4.98 µM. Sphingosine 1-phosphate receptor 3 (Homo sapiens), Q99500. CHO S1P3 NFAT-BLA reporter, FRET fluorescence, antagonist mode. actives 0.27% (n = 170,000);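 active means inhibition above the plate cutoff, the mean inhibition of test wells on that plate plus 3 SD, cut at about 28% in these data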;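 further: cells challenged with S1P at its EC80 of 0.8 µM; blue over green emission ratio from cleaved BLA substrate after 4 h stimulation; 0% = S1P-stimulated wells and 100% = unstimulated DMSO-only wells; some compounds past the cut are filed as inactive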
Target sequence (Q99500 whole entry, looked up): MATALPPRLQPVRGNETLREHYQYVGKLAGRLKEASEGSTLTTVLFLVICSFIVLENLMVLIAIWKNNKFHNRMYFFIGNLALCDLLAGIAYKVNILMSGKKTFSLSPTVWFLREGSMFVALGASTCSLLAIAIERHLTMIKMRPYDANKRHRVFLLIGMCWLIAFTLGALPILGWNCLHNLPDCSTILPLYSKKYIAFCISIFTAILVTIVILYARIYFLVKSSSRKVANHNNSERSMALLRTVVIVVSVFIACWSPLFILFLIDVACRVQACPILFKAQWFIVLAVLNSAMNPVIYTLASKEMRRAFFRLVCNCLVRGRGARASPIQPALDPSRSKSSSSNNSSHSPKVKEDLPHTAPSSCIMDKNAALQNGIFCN
G6PDH counter – L. mesenteroides G6PDH inhibitors, counter-screen for G6PDH-coupled screening assays, biochemical, Leuconostoc mesenteroides enzyme. AID 1020, 2008. glucose-6-phosphate dehydrogenase [Leuconostoc mesenteroides]. Purified L. mesenteroides G6PDH, diaphorase/resazurin coupled fluorescence, 45 min. actives 0.12% (n = 200,000). inhibition, % at 5 µM; in the data active means inhibition above about 50%
Diaph inh CS – diaphorase inhibitors and chemical oxidizers, primary screen, counter-screen for diaphorase-coupled primary assays, biochemical, uHTS, resorufin fluorescence | inhibition, % at 20 µM | actives 0.69% (n = 190,000) | diaphorase resazurin-to-resorufin fluorescence, NADH, 16 min; bacterial (C. kluyveri) enzyme, not human;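 active means primary screen inhibition at 20 µM above a set limit, cut at about 50% in these data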;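 further: plate controls were DMSO with full reaction for no effect and wells lacking NADH for full effect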
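Benchmarks: positive control wells lacking NADH, neutral wells with DMSO only. System: bacterial diaphorase enzyme (C. kluyveri). Input: 0.14 U/mL diaphorase, enzyme working solution. Detection: resorufin fluorescence, excitation 544 nm, emission 590 nm. Times: 16-min room-temperature incubation before reading.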
ROMK mod – ROMK potassium channel modulators, primary screen, cell-based, thallium flux, MLSMR library | actives 2% (n = 130,000) | Tet-inducible ROMK, thallium flux fluorescence; actives lie on both sides | AID 1918, 2009 | B-score at 10 µM;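 active means signal ratio slope over the read window, or its plate-corrected B-score, at least 3 SD from the plate mean, either direction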;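 further: B-score of the F/F0 ratio slope over 7 to 12 s after thallium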
* marks the source's active call; other numbers are inactive results; . = no result given.

SMILES | PMI act hi M6P | PPARg SRC-3 ag | PPARg SRC-1 ag | TR-FRET SRC-2 ct | PMI act | Diaphorase act | PPARg SRC2 recr | S1P3 antagonist | G6PDH counter | Diaph inh CS | ROMK mod
CCOC(=O)c1c(C)[nH]c(C)c1C(=O)CSc1nc2ccccc2c(=O)n1-c1ccc(CC)cc1 | 1 | 2 | 3 | 1617 | 0.8 | 0.8 | 6 | 2 | 9 | 18 | 0.91
C/C(=N\NC(=O)c1c[nH]c2ccccc12)c1ccco1 | 1 | 1 | 2 | 1590 | 1 | 1 | 2 | . | 10 | 2 | 0.37
CN(CC(=O)NCc1ccncc1)S(=O)(=O)c1ccc2ccccc2c1 | 0.9 | 3 | 1 | 1481 | 0.8 | 0.8 | 2 | 0 | 7 | 18 | -1.1
O=C(c1ccco1)N1CCN(Cc2cccc([N+](=O)[O-])c2)CC1 | 0.9 | 4 | 9 | 1543 | 0.9 | 0.9 | -3 | -10 | 3 | 14 | -0.38
C=CCNC(=O)C1CCN(S(=O)(=O)c2ccccc2)CC1 | 0.9 | 1 | 0 | 1531 | 0.9 | 0.9 | 2 | 5 | -6 | 11 | -0.79
CCOC(=O)N1CCN(Cc2nc3c(c(=O)n(C)c(=O)n3C)n2Cc2cc(C)ccc2C)CC1 | 1 | . | . | . | 1 | 0.9 | . | -17 | 8 | 8 | .
CC1CCCCC1NC(=O)C1CCN(S(=O)(=O)N2CCOCC2)CC1 (stereo not given) | 1.1 | 16 | 4 | 1659 | 1.1 | 0.9 | 10 | -3 | 10 | 10 | 0.076
Nc1ccc2c(C(F)(F)F)cc(=O)oc2c1 | 0.9 | 3 | 11 | 1707 | 1 | 0.9 | 11 | 5 | 12 | 15 | .
CCCC(C)C1C(C#N)=C(N)Oc2cc(C)oc(=O)c21 (stereo not given) | . | -13 | -2 | 1400 | . | . | 2 | -22 | . | . | 0.84
Cc1cc(C)cc(NC(=O)C(NCC2CCCO2)c2ccccc2)c1 (stereo not given) | 1.1 | -1 | 6 | 1561 | 0.9 | 0.9 | 3 | 19 | 8 | 13 | -0.87
CC(=C/c1ccccc1)/C=N/n1c(-c2ccco2)n[nH]c1=S | 0.9 | 5 | -8 | 1576 | 0.9 | 0.6 | 2 | . | -5 | 42 | .
FC(F)(F)c1cccc(Cc2noc(CN3C[C@@H]4CCC[C@H]3C4)n2)c1 | 0.9 | 4 | 2 | 1842 | 0.9 | 0.8 | 10 | 4 | 9 | 25 | 0.38

An excerpt from above with just PMI act, ROMK mod and S1P3 antagonist:
SMILES,PMI act,ROMK mod,S1P3 antagonist
CCOC(=O)N1CCN(Cc2nc3c(c(=O)n(C)c(=O)n3C)n2Cc2cc(C)ccc2C)CC1,1,.,-17
CC1CCCCC1NC(=O)C1CCN(S(=O)(=O)N2CCOCC2)CC1 (stereo not given),1.1,0.076,-3
Nc1ccc2c(C(F)(F)F)cc(=O)oc2c1,1,.,5
CCCC(C)C1C(C#N)=C(N)Oc2cc(C)oc(=O)c21 (stereo not given),.,0.84,-22
Cc1cc(C)cc(NC(=O)C(NCC2CCCO2)c2ccccc2)c1 (stereo not given),0.9,-0.87,19
CC(=C/c1ccccc1)/C=N/n1c(-c2ccco2)n[nH]c1=S,0.9,.,.

Returning to the listing, repeating the 4 entries before the break.
SMILES | PMI act hi M6P | PPARg SRC-3 ag | PPARg SRC-1 ag | TR-FRET SRC-2 ct | PMI act | Diaphorase act | PPARg SRC2 recr | S1P3 antagonist | G6PDH counter | Diaph inh CS | ROMK mod
CCCC(C)C1C(C#N)=C(N)Oc2cc(C)oc(=O)c21 (stereo not given) | . | -13 | -2 | 1400 | . | . | 2 | -22 | . | . | 0.84
Cc1cc(C)cc(NC(=O)C(NCC2CCCO2)c2ccccc2)c1 (stereo not given) | 1.1 | -1 | 6 | 1561 | 0.9 | 0.9 | 3 | 19 | 8 | 13 | -0.87
CC(=C/c1ccccc1)/C=N/n1c(-c2ccco2)n[nH]c1=S | 0.9 | 5 | -8 | 1576 | 0.9 | 0.6 | 2 | . | -5 | 42 | .
FC(F)(F)c1cccc(Cc2noc(CN3C[C@@H]4CCC[C@H]3C4)n2)c1 | 0.9 | 4 | 2 | 1842 | 0.9 | 0.8 | 10 | 4 | 9 | 25 | 0.38
NC(=O)C1(N2CCCCC2)CCN(C(=S)Nc2ccc(F)c(Cl)c2)CC1 | 1 | 2 | 9 | 1688 | 0.9 | 1.1 | -9 | -7 | 9 | -6 | -0.44
Cc1cc(NC(=O)COC(=O)C2CCN(S(=O)(=O)c3ccc(Cl)cc3)CC2)no1 | 0.9 | -1 | -5 | 1498 | 0.9 | 0.8 | -2 | . | 8 | 15 | .
COc1ccc(CNc2nc3nc(C)cc(C)n3n2)cc1OC | 1 | 3 | -7 | 1530 | 1 | 1 | 8 | -20 | 0 | 4 | .
CC(=O)Nc1ccc(NC(=O)C2CC(=O)N=C(N)S2)cc1 (stereo not given) | 1 | -1 | 1 | 1361 | 1 | 1 | 5 | . | 0 | 3 | -0.42
C=CCOC(=O)C1=C(C)NC(=O)NC1c1ccc(OC(=O)c2ccco2)c(OC)c1 (stereo not given) | 1 | -4 | 7 | 1513 | 0.9 | 0.9 | -1 | 10 | 3 | 11 | -0.8
CC12CCC(C(=O)N3CCCc4ccccc43)(OC1=O)C2(C)C (stereo not given) | 1 | 4 | 3 | 1620 | 1 | 1 | -1 | 10 | 3 | 4 | 0.46
COc1cc2c(cc1OC)C(c1cccc(OC)c1OC)CC(=O)N2 (stereo not given) | 1 | -14 | -6 | 1456 | 0.9 | 0.9 | -3 | -4 | 1 | 13 | 0.9
c1ccc(OCc2nnc(-c3ccccc3)o2)cc1 | 1.1 | 1 | 7 | 1749 | 1 | 1 | 1 | 0 | 7 | 3 | -0.94
O=C(CSc1nnc(Cc2cccs2)n1C1CCCCC1)N1CCN(C(=O)c2ccco2)CC1 | 0.9 | -5 | 1 | 1424 | 0.9 | 0.8 | 1 | -4 | 4 | 20 | 0.37
